Screens deposited in PubChem by several laboratories.
IEC-6 tox: kills IEC-6 intestinal cells in KLF5 counter-screen. inhibition, % at 5 µM. AID 1825. actives 0.78% (n = 290,000). IEC-6 cytotoxicity, luminescence viability; in the data active = inhibition above about 22%;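 also: 0% = plate median of test compound wells and 100% = cytotoxic reference compound wells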
aSyn 5UTR inh: 5' untranslated region of α-synuclein, MLPCN primary screen | alpha-synuclein 5'UTR reporter, inhibitor activity | inhibition, % (tested at 7.5 µM) | actives 0.82% (n = 300,000) | AID 1813; in the data active = inhibition above about 60%; inconclusive = no clear call, values can overlap the other calls;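 also: H4 neuroglioblastoma cells stably carrying SNCA 5'UTR luciferase fusion; 0% = DMSO wells and 100% = positive control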
GSK3A inh: blocks human GSK-3 alpha kinase. P49840. ADP-Glo luminescence, 60 min. inhibition, % at 10 µM. actives 0.1% (n = 320,000);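 in the data active = inhibition above about 50%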;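 also: GST-tagged GSK-3 alpha with peptide substrate and 25 µM ATP; 0% = DMSO neutral wells and 100% = GW8510 positive control wells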
Target sequence (P49840 whole entry, looked up): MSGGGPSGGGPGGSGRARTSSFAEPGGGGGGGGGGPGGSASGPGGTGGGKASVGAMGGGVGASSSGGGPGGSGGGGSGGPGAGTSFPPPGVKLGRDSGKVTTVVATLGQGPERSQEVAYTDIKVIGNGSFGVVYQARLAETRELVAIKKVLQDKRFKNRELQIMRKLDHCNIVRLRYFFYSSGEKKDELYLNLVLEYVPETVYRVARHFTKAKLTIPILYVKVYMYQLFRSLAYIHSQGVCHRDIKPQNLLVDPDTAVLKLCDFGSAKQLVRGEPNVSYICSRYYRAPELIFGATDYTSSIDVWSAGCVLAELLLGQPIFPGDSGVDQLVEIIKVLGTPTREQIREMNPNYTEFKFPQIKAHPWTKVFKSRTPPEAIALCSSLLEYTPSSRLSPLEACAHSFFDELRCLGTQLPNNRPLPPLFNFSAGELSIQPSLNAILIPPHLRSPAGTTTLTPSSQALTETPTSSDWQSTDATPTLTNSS
HSP90 refold inh: inhibitors of HSP90 luciferase refolding in rabbit reticulocyte lysate; AID 1789; inhibition, % at 5.6 µM; actives 0.91% (n = 290,000); luciferase refolding luminescence, 3 h;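 active = inhibition above the screen-wide mean plus 3 SD, computed separately per campaign, cut at about 16% in these data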;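 also: 0% = DMSO wells and 100% = 60 µM geldanamycin wells; inhibitors lower the luminescence because luciferase stays unfolded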
PolyA inhibitor: inhibitors of polyadenylation in S. cerevisiae. S. cerevisiae SKY197-pL101 polyadenylation reporter, beta-gal luminescence; efflux-impaired pdr1/pdr3 knockout yeast; score 100 = 6 SD above DMSO. calls only at 12 µM. actives 0.02% (n = 300,000). AID 1875;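 active = lowest replicate activity score at least 50, where 100 means six control SD above control mean; inconclusive = lowest score under 50 but half or more replicates reach 50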;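 also: yeast exposed to compound for 9 h at 30 °C; higher score means more reporter readthrough which indicates perturbed polyadenylation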
AI-2 QS modul: modulates the Vibrio harveyi AI-2 quorum sensing system. Vibrio harveyi JMH597 AI-2 luminescence/OD600 ratio, 9 h; hits give low values; strain lacks LuxN and CqsS sensors; 0 = neutral-control median. activity change, % at 7.5 µM. actives 0.4% (n = 300,000). AID 2094; in the data active = activity change below about -75%, passing the limit was not always enough; inconclusive = no clear call, values can overlap the other calls;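 also: luminescence divided by OD600 gain over 9 h not by final OD600 alone; inactives centre near 13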
GSK3beta inhib: blocks human GSK3beta kinase activity | P49841 | actives 0.038% (n = 300,000) | activity score (negative = inhibition), % at 10 µM | GST-GSK3beta kinase, ADP-Glo luminescence, 60 min; hits give low values | AID 2097;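 active = more than half of replicate wells score below -50%, meaning over 50% inhibition versus plate controls; inconclusive = some replicates but at most half score below -50%; inactive = no replicate scores below -50%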;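 also: 0% = median DMSO wells and -100% = median GW8510 positive control wells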
Target sequence (P49841 whole entry, looked up): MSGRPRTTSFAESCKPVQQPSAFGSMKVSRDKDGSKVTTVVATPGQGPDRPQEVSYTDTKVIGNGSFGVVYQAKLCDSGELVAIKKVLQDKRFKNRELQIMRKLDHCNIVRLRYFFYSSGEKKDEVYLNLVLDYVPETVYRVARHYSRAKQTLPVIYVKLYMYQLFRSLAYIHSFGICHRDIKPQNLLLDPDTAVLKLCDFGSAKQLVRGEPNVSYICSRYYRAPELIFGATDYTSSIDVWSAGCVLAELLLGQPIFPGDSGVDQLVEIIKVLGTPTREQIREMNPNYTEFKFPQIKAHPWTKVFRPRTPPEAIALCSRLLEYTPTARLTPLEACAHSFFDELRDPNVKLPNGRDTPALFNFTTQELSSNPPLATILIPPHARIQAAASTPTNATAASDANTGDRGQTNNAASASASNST
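Test system: GST-fused GSK3beta enzyme, cell-free | Quantity: 1.6 ng GST-GSK3beta enzyme per well | Reagent: 25 µM ATP with peptide substrate | Schedule: 60 min enzyme reaction, room temperature | Signal: Luminescent ADP-Glo measurement of ADP formed | Read-out basis: Score relative to plate controls | Control set: DMSO and 20 µM GW8510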
HSF1 inhib: HSF1 inhibition. NIH3T3-HGL HSE-luciferase, MG132-induced, luminescence 8 h; hits give low values. activity change, negative = inhibition, % at 7.5 µM (by protocol). actives 0.77% (n = 300,000). AID 2098;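 active = more than half of replicate wells show activity change below -50%, luminescence cut by over half; inconclusive = some wells, but at most half, below -50%; inactive = no replicate well below -50%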;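 also: luciferase reports HSF-1 transcriptional activity via heat shock element; 0% = median of DMSO wells and -100% = zero luminescence signal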
KLF5 inhibitor: inhibitors of KLF5 expression | DLD-1 KLF5 promoter-luciferase reporter, luminescence | inhibition, % at 5 µM | actives 0.23% (n = 290,000);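 active = inhibition above a per-plate limit of that plate's mean compound inhibition plus 3 SD, cut at about 60% in these data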;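 also: 0% = DMSO wells and 100% = LY294002 at 200 µM; higher means less KLF5 promoter-driven luciferase light; inactives centre near -14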
HSF1 activator: increases HSF-1 driven luciferase reporter signal. NIH3T3-HGL HSF-1 luciferase reporter, MG132, 8 h; 100% = twice DMSO control signal. activation, % at 9 µM. actives 1.7% (n = 300,000);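 active = mean replicate activation of at least 50% with a set share of replicates each reaching 50%; inconclusive = only one of those two conditions met; inactive = mean below 50% and too few replicates reaching it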;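 also: 0% = median of the neutral control wells and 100% = twice that signal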
An asterisk follows results filed as active; i = inactive; ? = inconclusive; nt = no result given.

SMILES | IEC-6 tox | aSyn 5UTR inh | GSK3A inh | HSP90 refold inh | PolyA inhibitor | AI-2 QS modul | GSK3beta inhib | HSF1 inhib | KLF5 inhibitor | HSF1 activator
COc1cccc(N/N=C(\C#N)S(=O)(=O)C(C)(C)C)c1 | 2 | 8 | -4 | -1 | i | 8 | 3 | 3 | -22 | 11
Nc1nc(NC(=O)c2cccc(S(=O)(=O)N3CCCCCC3)c2)nc(-c2ccccc2)n1 | -2 | 21 | 1 | -1 | i | 11 | 4 | 9 | -15 | 24
CC(=O)N1c2ccccc2NC2=C(C(=O)CC(C)(C)C2)C1c1cccn1C (centres undefined) | 0 | 12 | 0 | 3 | i | 16 | -4 | 9 | -5 | 7
NC(=O)CSc1nnc(-c2ccc3c(c2)OCO3)o1 | -5 | -91 | 11 | 6 | i | 25 | -6 | 1 | -65 | -4
O=C1CC(NCc2ccc3c(c2)OCO3)C(=O)N1Cc1ccc2c(c1)OCO2 (centres undefined) | -3 | nt | 1 | 4 | nt | nt | nt | nt | -22 | nt
COc1ccccc1-c1c(C(F)(F)F)oc2cc(OC(=O)c3ccccc3[N+](=O)[O-])ccc2c1=O | -3 | 13 | 3 | -4 | i | 20 | 2 | 4 | 6 | 11
CCN(CC)C(=O)c1ccc2c(=O)n(Cc3ccc4c(c3)OCO4)c(=S)[nH]c2c1 | 9 | 1 | -2 | 2 | i | 9 | 1 | 0 | 3 | 12
CCOc1cc(C2NC(=S)NC(C)=C2C(=O)Nc2ccc(OC)cc2)ccc1O (centres undefined) | 5 | 10 | 1 | 0 | i | 9 | 2 | -2 | 3 | 20
COc1cc(C(=O)Nc2ccc(N3CCOCC3)cc2)ccc1OCc1c(C)noc1C | 2 | -19 | -2 | 8 | i | 37 | -5 | 1 | -9 | 2
COc1cccc(C(=O)Nc2cccc(C(=O)NCC(C)C)c2)c1 | -1 | 5 | -1 | 3 | i | 11 | 0 | 0 | -7 | -4
COc1ccc2oc(=N)c(C(=O)Nc3ccc(Cl)cc3)cc2c1 | -8 | -31 | -3 | -1 | i | 8 | -5 | 2 | -47 | 8
Cn1c(SCC(=O)Nc2ncc(C(F)(F)F)cc2Cl)nnc1-c1ccc(Cl)cc1 | -2 | -28 | -1 | 0 | i | 31 | 3 | ? | -17 | -57
Cc1onc(-c2ccccc2Cl)c1C(=O)NC(=S)Nc1ccc(C(C)(C)C)cc1 | -1 | 40 | 0 | -3 | i | 21 | 4 | -2 | 19 | -2
COc1ccc(C(=O)Nc2ccc(S(=O)(=O)NCc3ccco3)cc2)cc1OC | 4 | 7 | -4 | 2 | i | 7 | 1 | 7 | -8 | 22
O=C(O)c1ccc(NCc2cccnc2)c([N+](=O)[O-])c1 | 1 | -11 | 2 | 3 | i | nt | nt | -3 | -31 | -2
C=CCN1C=CC(=CC=C(C#N)C#N)C=C1 | 0 | -29 | 1 | 2 | i | nt | -2 | 3 | -20 | -3
O=c1[nH]c(=O)n(Cc2ccco2)c2c1C(C(F)(F)F)(C(F)(F)F)N=C(c1ccco1)N2 | 2 | nt | -1 | -1 | nt | nt | nt | nt | -6 | nt
CC1CC(C)CN(CCCNC(=O)C2CCC(=O)N2C2CCCC2)C1 (centres undefined) | 3 | -3 | -1 | 7 | i | 7 | 0 | nt | -9 | nt
COc1ccc(/C=C2\Sc3ccc(C(=O)NCC4CCCO4)cc3N(C)C2=O)cc1 (centres undefined) | 1 | -10 | -9 | -1 | i | 8 | 4 | -3 | -21 | -6
O=C(NCc1ccco1)c1ccccc1-c1ccc(C(F)(F)F)cc1 | 4 | 9 | 0 | 1 | i | -7 | -5 | -46 | -17 | -57
CCCCCN1CC(=O)N2Cc3[nH]c4ccccc4c3C[C@H]2C1=O | 8 | 3 | 0 | 4 | i | -6 | 2 | -2 | -11 | -1
CC(=NCCCn1ccnc1)C1=C(O)c2ccccc2C1=O | 2 | -13 | 0 | -1 | i | 16 | -2 | -4 | -8 | 16
Cc1ccc(S(=O)(=O)N2CCCCC2c2cccnc2)c(C)c1C (centres undefined) | 1 | -7 | -2 | -1 | i | 28 | -3 | 5 | -16 | 5
CCCC(=O)Nc1ccc(-c2cnc(-c3ccc(NC(=O)CCC)cc3)nc2)cc1 | 2 | 9 | 0 | -1 | i | 10 | 1 | -9 | -3 | 7
O=P(O)(O)c1ccccc1OCc1ccccc1 | -4 | 18 | nt | 5 | i | 12 | -1 | -3 | -39 | 1
CCN(CC(=O)Nc1ccccc1C(F)(F)F)C(=O)CN1C(=O)NC2(CCCCC2)C1=O | nt | 2 | -4 | nt | i | 22 | 5 | 1 | nt | -14
CCOC(=O)c1sc(NC(=O)c2cc(S(=O)(=O)N3CCOCC3)ccc2C)nc1C | 5 | 10 | 8 | 3 | i | 9 | 1 | 4 | -31 | 3
Cc1ccc(NC(=O)CSc2nnc(CN3CCOCC3)n2-c2ccccc2)cc1 | 4 | 7 | -2 | 8 | i | 7 | 1 | 4 | 12 | 29
Cc1cc(C)c2c(-n3cccc3)n[nH]c2n1 | -7 | 19 | -5 | 2 | i | 18 | 3 | 1 | -10 | -1
CC(C)CC(=O)Nc1cccc(C(C)O)c1 (centres undefined) | 0 | -22 | -1 | 2 | i | 20 | 1 | -3 | -2 | -4
CC1CCCCN1CCCNC(=O)CN1C(=O)c2cccnc2Oc2ccc(Cl)cc21 (centres undefined) | 2 | -33 | 1 | 3 | i | -3 | -2 | 1 | -9 | 2
CC(C)CC(=O)N1CCN(c2ccc([N+](=O)[O-])cc2Cl)CC1 | 5 | 6 | 2 | -1 | i | 27 | 4 | -7 | -9 | 10
NC(=O)COC(=O)c1ccc2c(c1)S(=O)(=O)c1ccccc1C2=O | -6 | 11 | 0 | 0 | i | nt | nt | -4 | -5 | -7
O=c1c(-c2ccc(O)cc2O)coc2cc(O)cc(O)c12 | -2 | -42 | 13 | 2 | i | 21 | -10 | -2 | -22 | -2
COc1ccc(CCNS(=O)(=O)CCNC(=O)c2ccc3c(c2)OCO3)cc1 | nt | 14 | -2 | nt | i | 25 | 3 | -3 | nt | -3
Cc1ccccc1-c1nc(SCc2cccnc2)c2c(=O)n(C)c(=O)n(C)c2n1 | 5 | 24 | 3 | -4 | i | 20 | 1 | -6 | -43 | -3
CCCc1nc2sc3c(=O)n(N)cnc3c2c2c1COC(C)(C)C2 | 3 | 34 | -2 | 1 | i | 13 | -2 | -3 | 4 | 2
Cc1cc(C)c(OCC(=O)OCC(=O)NC2CCC(C)CC2)c(C)c1 (centres undefined) | nt | 7 | 0 | nt | i | 25 | 0 | -2 | nt | 2
CN(CCCN1CCOCC1)C(=O)c1ccc2nc(Cc3cccc(Cl)c3)oc2c1 | -7 | -8 | 4 | -1 | i | 17 | 2 | 15 | -11 | 15
Cc1ccc(O)c(CNc2cnc3ccccc3c2)c1 | -2 | -100 | 0 | -2 | i | -97* | 1 | 20 | -82 | 30
COc1cccc(-c2nc(-c3ccccc3)[nH]c(=O)c2C#N)c1 | -1 | 9 | 6 | -1 | i | 32 | 0 | -5 | -5 | 7
COc1ccc(CC(=O)OCC(=O)Nc2ccc(Br)cc2)cc1 | 2 | -17 | -1 | -2 | i | 23 | 1 | 14 | -2 | 3
CC(C)Cc1cc(C(=O)N2CCN(C(c3ccccc3)c3ccccc3)CC2)no1 | 3 | -6 | nt | 3 | i | 20 | -2 | 2 | -42 | -1
O=C(COC(=O)c1cc(Cl)ccc1Cl)Nc1ccc2[nH]c(=O)[nH]c2c1 | nt | 0 | -2 | nt | i | 12 | -2 | -2 | nt | 5
CCOc1ccc2[nH]cc(S(=O)(=O)c3ccc(Cl)cc3)c(=O)c2c1 | -5 | 16 | 0 | -1 | i | -2 | 0 | -6 | -21 | -12
COc1ccc(-n2cnnc2SCC(=O)Nc2cc(C(C)(C)C)nn2-c2ccccc2)cc1 | 4 | 12 | 0 | -5 | i | 9 | 0 | -7 | -13 | 6
O=C(Nc1ccc2oc(-c3ccncc3)nc2c1)c1ccc([N+](=O)[O-])o1 | 95* | -118 | 2 | 0 | i | 24 | 2 | 101 | -17 | 84*
CC(C)C(NC(=O)c1ccccc1)C(=O)NCCc1ccccc1 (centres undefined) | -2 | -19 | -2 | 0 | i | 8 | -5 | -3 | -1 | -9
Cc1ccc(NC(=O)N2CCc3ccccc3C2)cc1 | -1 | -212 | -2 | 8 | i | 23 | 0 | 7 | -122 | 18
C=CCC12C=C(OC)C(=O)OC(OC)(C1O)[C@H](c1ccc3c(c1)OCO3)[C@H]2C (some centres undefined) | nt | -9 | 0 | nt | i | 2 | 1 | -3 | nt | 11
COc1ccc(OC)c(NC(=O)CCNS(=O)(=O)c2ccc3c(c2)oc(=O)n3C)c1 | 0 | 3 | 0 | 0 | i | 18 | -2 | -2 | -2 | -13
Cc1noc(C)c1S(=O)(=O)Nc1c(C)n(C)n(-c2ccccc2)c1=O | -3 | 10 | -1 | 6 | i | 26 | 3 | 2 | 8 | 13
Cc1ccc(NC(=O)N[C@@H](CC(C)C)C(=O)O)c(C)c1 | 5 | 14 | -3 | 1 | i | 27 | 3 | -3 | 1 | -2
COc1ccc(N(C(=O)c2snc(C(N)=O)c2N)C(C(=O)NC2CCCC2)c2cccs2)c(OC)c1 (centres undefined) | 1 | 8 | -2 | 3 | i | 9 | 1 | 1 | 22 | -20
Cc1ccc(NC(=O)c2ccc3snnc3c2)cc1 | -8 | -226 | 6 | -2 | i | 2 | 0 | 46 | -111 | 29
Fc1ccccc1N1CCN(Cc2nc(-c3ccccc3)no2)CC1 | 6 | 5 | -2 | 0 | i | -8 | 1 | -3 | -31 | -13
COc1ccc(C(CNC(=O)Cc2cc(OC)c(OC)c(OC)c2)N2CCCC2)cc1 (centres undefined) | 0 | -1 | 3 | 2 | i | 29 | 0 | -3 | 2 | -3
COc1ncnc2c1oc1nc(C(C)C)c3c(c12)CC(C)(C)OC3 | 2 | 18 | 0 | -1 | i | 11 | 2 | -10 | -32 | 7
CC(=O)c1cccc(NS(=O)(=O)c2ccc(NC(=O)N3CCCCC3)cc2)c1 | 11 | -6 | -1 | -1 | i | 5 | -5 | -11 | 26 | 1
COc1ccc(OCCSc2nc(C)nc3ccccc23)cc1 | 1 | 5 | 3 | 0 | i | 20 | -1 | 17 | -22 | 46
O=c1c2ccccc2c(C=Nc2ccc(O)cc2)c(O)n1Cc1ccccc1 | -3 | -111 | -2 | -4 | i | 2 | 2 | 55 | -32 | 79*

A portion of the library; count on the stated rates, not on these rows.
